Screening results from PubChem BioAssay.
TrxR1 substrate: substrates of rat thioredoxin reductase 1 | O89049 | purified TrxR1 substrate turnover, NADPH consumption readout | Potency, µM (doses to about 114 µM), for inactives: at the top dose activity change, negative = substrate turnover | hit rate 0.01% among 390,000 | AID 588456; note: potency is the fitted concentration of half-maximal effect; % is set by controls: 0 for no effect and ±100 for the full control effect; nearly all actives have a fitted effect of over 50% in size
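Rat TrxR1, dispensed at 90 nM, was prereduced with 400 uM NADPH (final) for 5 min at ~22 deg C, then incubated with compound 15 min before 400 uM selenite. A first-read NADPH fluorescence drop versus no-compound background flagged substrates.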
IDH1 R132H inh: inhibitors of human mutant IDH1 R132H. O75874. IDH1-R132H enzyme, NADPH consumption, diaphorase/resazurin fluorescence. Potency, µM (series often up to 76.6 µM), for the others: at the top dose activity change, negative = inhibition, usual class: inhibitors. hit rate 0.093% among 390,000. AID 602179; note: potency is the fitted concentration of half-maximal effect; % is set by controls: 0 for no effect and ±100 for the full control effect; nearly all actives have a fitted effect of over 65% in size
Target sequence (O75874 whole entry R132H, stated change not applied): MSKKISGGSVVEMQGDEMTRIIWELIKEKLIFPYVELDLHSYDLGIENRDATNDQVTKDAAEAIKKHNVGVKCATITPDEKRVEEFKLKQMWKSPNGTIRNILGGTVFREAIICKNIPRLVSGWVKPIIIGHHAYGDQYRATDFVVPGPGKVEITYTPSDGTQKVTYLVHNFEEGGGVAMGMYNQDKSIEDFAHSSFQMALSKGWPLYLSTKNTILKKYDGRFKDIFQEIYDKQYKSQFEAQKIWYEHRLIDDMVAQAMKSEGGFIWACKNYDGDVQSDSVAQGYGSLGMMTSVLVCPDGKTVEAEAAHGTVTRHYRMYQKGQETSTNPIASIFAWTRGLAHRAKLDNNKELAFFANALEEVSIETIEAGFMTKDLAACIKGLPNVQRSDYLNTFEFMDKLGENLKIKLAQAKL
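IDH1-R132H (0.5 ug/mL) preincubated 30 min with compound, then NADPH (0.016 mM) and alpha-KG (2 mM) added; 80 min at RT, pH 7.5. Remaining NADPH coupled via diaphorase/resazurin to fluorescence (540/590 nm); concentration-response curves normalized to no-enzyme control.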
GLS inhibitor: inhibitors of human glutaminase (GLS); O94925; GLS enzymatic activity, qHTS titration; Potency, µM (highest dose often 45.5 µM), without a hit: top-dose activity change, negative = inhibition, most hits filed as inhibitors; hit rate 0.21% among 410,000; note: potency is the fitted concentration of half-maximal effect; % is set by controls: 0 for no effect and ±100 for the full control effect
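Enzyme dispensed in phosphate buffer (45 mM, pH 8.2, 0.02% Tween-20), compounds pinned in, then 1 mM L-glutamine solution and the glutamate oxidase–HRP–Amplex Red mix added; fluorescence read immediately and again after 30 min at room temperature.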
USP1 inh: inhibitors of human USP1/UAF1 deubiquitinase | O94782 | hit rate 0.23% among 390,000 | recombinant USP1/UAF1, Ub-Rhodamine cleavage fluorescence | Potency, µM (doses to about 57.1 µM), without a hit: top-dose activity change, negative = inhibition, usual class: inhibitors | AID 743255; note: potency is the fitted concentration of half-maximal effect; % is set by controls: 0 for no effect and ±100 for the full control effect; nearly all actives have a fitted effect of over 60% in size; inactives centre near -12
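1 nM enzyme complex + cpd, 15 min RT; start with Ub-Rho 150nM final; kinetic fluorescence ex 480/em 540, 6 reads q60 s. Buffer 50mM HEPES pH 7.8, 0.5mM EDTA, 0.1 mg/ml BSA, 1mM TCEP, 0.01% Tween-20.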
Tb PGK inh: T. brucei PGK inhibition; P07378; hit rate 0.043% among 380,000; AID 602233; PGK/GAPDH coupled, Kinase-Glo luminescence, 60 min; Potency, µM (top dose mostly 57.5 µM), for inactives: top-dose activity change, negative = inhibition, actives largely listed as inhibitors; note: potency is the fitted concentration of half-maximal effect; % is set by controls: 0 for no effect and ±100 for the full control effect; nearly all actives have a fitted effect of over 60% in size
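Recombinant glycosomal PGK reaction used 1,3-bisphosphoglycerate generated in-well by GAPDH (100nM final) in 100mM TEA pH 7.6, 5mM MgCl2, 0.01% Tween-20. After 60 minutes at room temperature, ATP was read by Kinase-Glo Plus luminescence end-point.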
HP1b chromo inh: HP1-beta chromodomain-methylated histone interaction inhibition. AlphaScreen HP1-beta / biotin-H3K9me3 peptide binding. Potency, µM (series often up to 114 µM), for the others: at the highest dose activity change, negative = inhibition, usual class: inhibitors. hit rate 0.56% among 390,000; note: potency is the fitted concentration of half-maximal effect; nearly all actives have a fitted effect of over 70% in size; inactives centre near 23
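HP1-beta protein (50 nM final) preincubated 30 min at room temperature with biotinylated H3(1-18)K9me3 peptide (50 nM) in PBS pH 7.4, 0.01% Tween-20, then compound added for 30 min. AlphaScreen streptavidin donor/nickel chelate acceptor beads (10 ug/mL final), 30 min dark, luminescence read.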
PI4K2A inh: blocks human PI4K2A kinase activity; Q9BTU6; purified PI4K2A, ADP-Glo luminescence, 1 h; hits give low values; activity change, negative = inhibition, % at 76.9 µM; hit rate 0.13% among 420,000; AID 1346378; in the data active = activity change below about -50%; inconclusive = mostly about -30% to -49%;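 note: -100% = wells without enzyme as full effect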
Target sequence (Q9BTU6 whole entry, looked up): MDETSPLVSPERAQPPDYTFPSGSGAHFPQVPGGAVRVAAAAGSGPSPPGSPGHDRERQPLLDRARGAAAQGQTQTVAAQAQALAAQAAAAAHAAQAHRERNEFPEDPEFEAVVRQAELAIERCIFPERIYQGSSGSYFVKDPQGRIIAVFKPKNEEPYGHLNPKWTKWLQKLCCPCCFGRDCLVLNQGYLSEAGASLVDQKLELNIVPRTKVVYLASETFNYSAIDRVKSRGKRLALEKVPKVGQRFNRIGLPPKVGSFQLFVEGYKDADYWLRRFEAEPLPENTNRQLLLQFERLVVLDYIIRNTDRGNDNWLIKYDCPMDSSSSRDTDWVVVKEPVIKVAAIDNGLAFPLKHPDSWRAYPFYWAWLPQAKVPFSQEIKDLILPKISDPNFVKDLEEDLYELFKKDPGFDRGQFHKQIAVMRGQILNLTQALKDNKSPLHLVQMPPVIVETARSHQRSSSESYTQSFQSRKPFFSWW
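Compounds are screened against recombinant PI4K2A using PI as substrate and ATP, the latter dispensed at 300 microM. Reactions run one hour at ambient temperature before ADP-Glo detection; full inhibition defined by wells lacking enzyme.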
Pin1 inhibitor: blocks the human prolyl isomerase Pin1. AID 504891. Pin1 FP peptide displacement, HiFluor488, 10 min. hit rate 0.009% among 390,000. Potency, µM (top dose mostly 115 µM), for the others: top-dose activity, negative = inhibition, usual class: inhibitors. Q13526; active = well fitted inhibition curve with a large enough effect in the polarisation, with a control signal flat, not every such curve was filed as active; inconclusive = small, poorly fitted or top-dose-only effect, or effect the other way, or a change in a side signal; inactive = no such curve, though single readings can be large or run the other way; the % refers to the polarisation; note: potency is the fitted concentration of half-maximal effect; % is set by controls: 0 for no effect and ±100 for the full control effect
Target sequence (Q13526 whole entry, looked up): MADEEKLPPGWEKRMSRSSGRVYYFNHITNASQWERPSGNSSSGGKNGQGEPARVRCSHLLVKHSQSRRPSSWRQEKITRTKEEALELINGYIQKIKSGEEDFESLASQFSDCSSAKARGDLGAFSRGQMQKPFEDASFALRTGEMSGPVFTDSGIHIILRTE
TrxR1 inh: inhibitors of rat thioredoxin reductase 1. O89049. Potency, µM (highest dose often 114 µM), without a hit: at the highest dose activity change, negative = inhibition, hits mostly inhibitors. hit rate 1% among 390,000. recombinant rTrxR1, NADPH fluorescence consumption, selenite substrate; note: potency is the fitted concentration of half-maximal effect; % is set by controls: 0 for no effect and ±100 for the full control effect; nearly all actives have a fitted effect of over 65% in size
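Rat TrxR1 (90 nM in the dispensed reagent) was pre-reduced with 400 uM NADPH for 5 min at room temperature, then incubated with compound for 15 min. After 400 uM selenite was added, NADPH fluorescence (Ex 340/Em 450 nm) was followed for 8 min.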
Numbers without * were called inactive; i = inactive; ? = inconclusive; & = joins results of further samples; [ ] = dose if it differs, or a comment. Unless noted, calls come from the whole dose curve; as a rule, active = well fitted curve in the direction sought with a large enough effect; inconclusive = small, poorly fitted or top-dose-only effect, or another doubt; inactive = no such curve, though single readings can be large; an effect the other way counts as inactive or inconclusive. This is a subset; the hit share may differ from the screen's.

SMILES	TrxR1 substrate	IDH1 R132H inh	GLS inhibitor	USP1 inh	Tb PGK inh	HP1b chromo inh	PI4K2A inh	Pin1 inhibitor	TrxR1 inh
O=C(NC1CCCCC1)C(c1ccco1)N(C(=O)c1csnn1)c1ccccc1 (centres undefined)	-7%	-4%	-2%	-21%	0%	17%	1	-1%	6%
CC1(C)Cc2c(cnn2-c2ccc(F)cc2)C(NC(=O)c2ccco2)C1 (centres undefined)	-7%	5%	-16%	-7%	i	40%[activator]	3	-1%	-11%
O=C(COc1ccc(NS(=O)(=O)c2ccc(F)cc2)cc1)N1CCOCC1	-2%	13%	9%	-17%	-8%	41%[activator]	-4	0%	-14%
CCn1ncc([C@@H]2C[C@H]3CN(Cc4cccc(Cl)c4)C(=O)[C@]34CCCN24)c1C	-6%[57.1 µM]	1%	1%	2%	-10%	-3%	-4	15%	-22%[57.1 µM]
COc1ccc(C2=NOC(Cn3nc(C(=O)NCc4cccc(Br)c4)cc3-c3ccccc3)C2)cc1 (centres undefined)	8%[57.1 µM]	7%	8%	-26%	-7%	43%[activator]	0	11%	17%[57.1 µM]
O=C(COC(=O)c1cc(Cl)ccc1Cl)NCCN1C(=O)CSC1=O	1%	0%	1%	-11%	i	31%	-4	4%	11%[57.1 µM]
Cc1ccc(-c2nc3ncccc3o2)cc1NC(=S)NC(=O)c1ccco1	5%	0%	-1%	-21%	-12%	20%	-4	16%	?
CC/C(=C(/CC)c1ccc(O)cc1)c1ccc(O)cc1	-2%	-8%	17%&30%	-17%	0%	8%	-4&4	2%	29%
Cc1c(C(=O)Nc2cccc(Cl)c2)sc2nc3n(c(=O)c12)N=C(c1cccc(Br)c1)CS3	-2%[57.1 µM]	-9%	0%	-2%	1%	10%	0	2%	15%[57.1 µM]
Cc1nc2nc(C)n(-c3ccccc3)c2s1	2%[57.1 µM]	4%	5%	7%	-8%	14%	-6	-9%	?
CC(=O)N1CCC2(CC1)C(C#N)=C(N)Oc1n[nH]c(C)c12	-1%	15%	15%	-8%	2%	16%	-1	0%	-8%
COc1ccc(OC)c(CCNC(=O)c2ccc(NC3=NC4CS(=O)(=O)CC4S3)cc2)c1 (centres undefined)	10%[57.1 µM]	5%	1%	-29%	-3%	14%	2	-7%	7%[57.1 µM]

The last 2 compounds of the section before come first, to join the parts.
SMILES	TrxR1 substrate	IDH1 R132H inh	GLS inhibitor	USP1 inh	Tb PGK inh	HP1b chromo inh	PI4K2A inh	Pin1 inhibitor	TrxR1 inh
CC(=O)N1CCC2(CC1)C(C#N)=C(N)Oc1n[nH]c(C)c12	-1%	15%	15%	-8%	2%	16%	-1	0%	-8%
COc1ccc(OC)c(CCNC(=O)c2ccc(NC3=NC4CS(=O)(=O)CC4S3)cc2)c1 (centres undefined)	10%[57.1 µM]	5%	1%	-29%	-3%	14%	2	-7%	7%[57.1 µM]
C=C1[C@@H](O)[C@H](Cc2ccccc2)N(Cc2ccccc2Br)S1(=O)=O	-3%	-1%[38.3 µM]	20%	-12%	-7%	34%	3	5%	14µM*
CCOc1ccc(S(=O)(=O)NCCC(=O)OC(C)C(=O)N2CCc3ccccc32)cc1 (centres undefined)	-4%	-1%	0%	-4%	-11%	10%	-7	0%	8%
COc1ccc(NC(=O)CN(C)C(=O)Cc2ccc3c(c2)OCCO3)cc1	-4%	-6%	5%	7%	-5%	22%	2	6%	2%
O=C(CC(c1ccccc1)c1ccccc1O)N1CCCC1 (centres undefined)	9%	1%	32%[activator]	-10%	9%	25%	-4	3%	12%
CC(=O)c1cc(C(=O)Nc2cc(C)cc(C)c2)c2ccccn12	3%	-2%	-8%	-11%	-7%	23%	1	0%	31%
Cc1cccc2nc(-c3ccccc3)nc(N3CCC(O)(c4ccc(Cl)cc4)CC3)c12	20%	9%	7%	-13%	-9%	16%	-4	7%	27%
CCCCN(C)CCCNC(=O)c1cc(=O)[nH]c2ccc(S(=O)(=O)N3CCCCC3)cc12	2%[57.1 µM]	12%	3%	-5%	-5%	-6%	-1	-12%	9%[57.1 µM]
CCOC(=O)c1cnc2cc(-c3ccc(OCC)cc3)nn2c1-c1ccccc1	74%[activator]	8%	6%	-9%	-1%	47%[activator]	-4	0%	-27%
CCC1CSC(Nc2ccc(C(=O)/C=C/c3ccc(Br)cc3)cc2)=N1 (centres undefined)	2%	-6%	9%	-29%	-13%	6%	14	51%[activator]	20%
O=[N+]([O-])c1cc(/C=N/N2CCN(Cc3ccccc3)CC2)ccc1Cl	0%[57.1 µM]	-7%	8%	-10%	6%	?	-2	8%	2%[57.1 µM]
CC1CCCCN1S(=O)(=O)c1ccc(NC(=O)c2cccs2)cc1 (centres undefined)	5%[57.1 µM]	3%	-2%	-13%	-9%	30%	-2	10%	16%
COC(=O)c1ccc(Cl)c(NC(=O)CN(c2ccc3c(c2)OCO3)S(C)(=O)=O)c1	-8%	7%	0%	-10%	i	20%	-9	-4%	5%
CN(C)N1C(N)=C(C#N)C(c2cccc(Cl)c2)C2=C1CCCC2=O (centres undefined)	4%	-3%	13%	-16%	7%	26%	-2	0%	10%
COCCn1c(-c2ccc(NC(C)=O)cc2)nc2c1c(=O)[nH]c(=O)n2CC(C)C	204%[activator]	-3%	0%	-6%	i	-19%	3	-4%	47%[activator]
NNC(=O)C(=O)Nc1ccc(Cl)c(Cl)c1	20%[57.1 µM]	13%	-62%	-10%	i	37%[activator]	-9	15%	56%[57.1 µM]
CCOc1ccccc1/C=C/c1onc(C)c1S(=O)(=O)N1CCC(C(=O)N(CC)CC)CC1	9%	-4%&-20%	-12%&1%	?	11%	9%[57 µM]	-1&1	14%&2%	26%
O=C(CCC1N=C2c3ccccc3N=C(SCc3ccc(Cl)cc3)N2C1=O)NCc1ccco1 (centres undefined)	3%	-4%	-1%	-14%	-1%	3%	0	19%	-18%
O=C(Nc1ccc(Cl)cc1)C1CCCN(S(=O)(=O)c2ccc3[nH]c(=O)ccc3c2)C1 (centres undefined)	2%	14%	2%	-15%	-1%	77%[activator]	-7	15%	16%
CCSc1nnc(NC(=O)c2ccc3ccccc3n2)s1	-15%	15%	-6%	-7%	0%	4%	-2	-2%	-11%
CCN(CC)S(=O)(=O)c1ccc(C(=O)NCCSc2c(-c3ccccc3)[nH]c3ccccc23)cc1	2%	7%	2%	-12%	i	31%	-3	29%	31%
C=CCn1c(SCC(=O)N2CC(C)OC(C)C2)nnc1-c1ccncc1 (centres undefined)	5%	1%	4%	2%	2%	29%	2	0%	27%
COc1ccc(OC)c(NC(=O)CNC(=O)c2cccs2)c1	10%	7%	-3%	-9%	-1%	19%	-5	11%	11%
Cc1cccc(-c2nc3c4ccccc4nc(N4CCN(c5cccc(Cl)c5)CC4)n3n2)c1	5%	-1%	7%	26%	8%	42%[activator]	-2	-6%	8%
COc1ccc(NC(=O)C2CCN(c3cnccn3)CC2)cc1OC	-1%	-2%	4%	7%	i	-10%	-1	5%	2%
Cc1cc(C)nc(N2CCCC(C(=O)Nc3ccc4c(c3)OCCO4)C2)n1 (centres undefined)	3%	-9%	-15%	-15%	-10%	16%	5	-7%	25%
CCOc1ccc(/C=C/c2nc(C#N)c(NC(C)CC)o2)cc1 (centres undefined)	11%	-2%	5%	-6%	0%	15%	7	-6%	14%
CCOC(=O)C(=CNc1nc(-c2ccc3ccccc3c2)cs1)C(=O)OCC	24%	2%	0%	-25%	-6%	137%[activator]	5	6%	37%[activator]
CNc1snc(C)c1C(=O)OC(C)C(=O)Nc1ccc(F)cc1 (centres undefined)	0%	-10%	-1%	-9%	-6%	35%[activator]	-3	-1%	24%
CCOCCCNC(=O)c1cc(Sc2nnc(C)s2)nc2ccccc12	5%	-11%	1%	-14%	-4%	-11%	-1	-3%	6%
COc1ccc(C(CNC(=O)C(C)Sc2ccccc2)N2CCOCC2)cc1 (centres undefined)	-4%[57.1 µM]	0%	2%	-17%	0%	17%	-4	0%	-10%[57.1 µM]
O=C(O)CCN(CC(=O)c1ccc(Cl)cc1)S(=O)(=O)c1ccc([N+](=O)[O-])cc1	0%	8%	1%	-16%	-5%	38%	2	-6%	-7%
O=C1c2cccc(OCC(=O)N3CCCc4ccccc43)c2CCN1Cc1ccc(Br)cc1	9%[57.1 µM]	2%	5%	-2%	-6%	8%	5	23%	19%[57.1 µM]
CCn1c(CNC(=O)c2cccs2)nnc1SCC(=O)Nc1cc(Cl)ccc1C	-14%	2%	-3%	5%	-14%	1%	-3	1%	-3%
COc1cc(CC(=O)NCCc2ccc(OCc3ccccc3)cc2)c([N+](=O)[O-])cc1OC	-7%	2%	4%	-12%	-5%	9%	-3	-5%	12%[57.1 µM]
Nc1nc(Nc2ccccc2)nc(C(F)(F)F)n1	-2%	8%	1%	-11%	i	20%	8	-2%	16%
O=C(NCCN1CCN(c2ccccc2Cl)CC1)Nc1ccccc1	-6%	4%	-4%	-22%	0%	35%	-1	-9%	1%[57.1 µM]
CCCn1nnc(NC(=O)/C=C/c2ccccc2)n1	-8%[57.1 µM]	4%	-5%	-16%	-20%	38%	-8	-8%	37%[activator][57.1 µM]
CC(C)CCNC(=O)C1CCN(c2nc3ccc(Cl)cc3[nH]2)CC1	-2%[57.1 µM]	-3%	4%	?	6%	15%[57 µM]	1	-4%	20%[57.1 µM]
